# Mac1 fbg enh: enhancers of CD11b/CD18 adhesion to fibrinogen, primary screen, K562 cells, luminescence; Integrin beta-2 (Homo sapiens) + Integrin alpha-M (Homo sapiens), P05107+P11215; ATPlite luminescence; activation, % at 10 µM; actives 0.07% (n = 93,000);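 active = 10 µM primary screen giving 50% or more activity, confirmed by 40% or more on retest at that dose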; note: strong numbers were not always called active
# ERa coact inh: ERα–SRC-1 coactivator interaction inhibitors, primary screen, biochemical, TR-FRET, ERα LBD, estradiol-bound. AID 629, 2007. TR-FRET ER-alpha LBD / SRC-1 peptide. inhibition, % at 25.6 µM. Estrogen receptor (Homo sapiens), P03372. actives 1.7% (n = 86,000); in the data active = inhibition above about 50%;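 note: 0% = receptor plus peptide control and 100% = peptide only without receptor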
# Target sequence (P03372 whole entry, looked up, the tested form may be a part): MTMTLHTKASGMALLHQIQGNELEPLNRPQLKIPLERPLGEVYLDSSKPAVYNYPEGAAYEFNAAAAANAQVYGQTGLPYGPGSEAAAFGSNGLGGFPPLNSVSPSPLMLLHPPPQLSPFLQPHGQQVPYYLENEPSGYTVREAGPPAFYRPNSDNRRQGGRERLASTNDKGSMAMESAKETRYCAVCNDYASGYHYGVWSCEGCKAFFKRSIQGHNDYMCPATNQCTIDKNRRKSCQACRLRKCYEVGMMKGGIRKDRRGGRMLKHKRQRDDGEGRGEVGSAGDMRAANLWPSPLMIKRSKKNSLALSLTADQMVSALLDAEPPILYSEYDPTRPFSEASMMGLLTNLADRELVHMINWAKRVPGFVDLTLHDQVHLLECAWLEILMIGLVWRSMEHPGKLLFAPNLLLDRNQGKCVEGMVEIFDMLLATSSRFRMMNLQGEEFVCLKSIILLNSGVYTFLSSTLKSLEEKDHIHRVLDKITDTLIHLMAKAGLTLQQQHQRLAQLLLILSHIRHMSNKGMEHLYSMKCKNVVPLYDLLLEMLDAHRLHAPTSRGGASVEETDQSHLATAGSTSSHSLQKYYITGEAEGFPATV
# ERb SRC1 inh: inhibitors of ERβ-SRC1 coactivator interaction, primary screen, biochemical, TR-FRET, ERβ LBD, SRC-1 peptide | actives 1.3% (n = 86,000) | AID 633, 2007 | inhibition, % at 25.6 µM | Estrogen receptor beta (Homo sapiens), Q92731 | TR-FRET ER-beta LBD / SRC1-Cy5 peptide binding; receptor agonist-loaded with 1 µM estradiol;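 active = compounds whose percent inhibition of the receptor-coactivator binding signal exceeds about 50% in the single-dose screen, limit read from the data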;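 note: 0% = receptor plus peptide wells without compound and 100% = peptide-only wells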
# Target sequence (Q92731 whole entry, looked up, the tested form may be a part): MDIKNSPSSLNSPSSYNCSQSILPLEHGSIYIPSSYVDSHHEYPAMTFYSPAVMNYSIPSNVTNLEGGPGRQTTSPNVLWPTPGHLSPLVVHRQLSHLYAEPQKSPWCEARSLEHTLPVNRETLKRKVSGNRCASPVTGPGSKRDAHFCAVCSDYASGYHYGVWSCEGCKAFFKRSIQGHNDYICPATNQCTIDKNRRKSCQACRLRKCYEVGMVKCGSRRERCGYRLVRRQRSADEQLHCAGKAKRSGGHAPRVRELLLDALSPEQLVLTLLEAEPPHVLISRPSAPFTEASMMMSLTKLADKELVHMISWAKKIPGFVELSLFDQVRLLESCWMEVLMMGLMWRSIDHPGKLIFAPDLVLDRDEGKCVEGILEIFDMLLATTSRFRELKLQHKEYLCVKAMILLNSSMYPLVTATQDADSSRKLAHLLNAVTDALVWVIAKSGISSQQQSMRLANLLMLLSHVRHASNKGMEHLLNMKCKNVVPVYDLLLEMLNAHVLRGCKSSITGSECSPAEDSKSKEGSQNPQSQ
# Smad3 inh: Smad3/FoxH1 peptide binding inhibitors, primary screen, biochemical, TR-FRET | Mothers against decapentaplegic homolog 3 (Homo sapiens), P84022 | TR-FRET Smad3/Dy647-FoxH1 peptide binding, europium anti-His | inhibition, % at 25 µM | actives 0.29% (n = 88,000) | AID 630, 2007;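 active = compounds that reduce the energy-transfer binding signal between the protein and its labelled peptide by more than half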;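 note: 0% = Smad3 plus labelled peptide maximal FRET and 100% = peptide-only background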
# H69AR growth 86K: proliferation blockers of H69AR lung cancer cells, primary screen, cell-based, human, 86K library | H69AR lung tumor viability, ATP luminescence, 72 h; active compounds read low | viability, % at 10 µM | actives 6% (n = 85,000) | AID 598, 2007;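 active = viability at or below 40%; inactive = viability above 40%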;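 note: multidrug resistant small cell line overexpressing MRP-1 efflux transporter; 100% = mean luminescence of untreated control wells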
# HUVEC inhibit: inhibitors of HUVEC proliferation, primary screen, cell-based, 384-well; CellTiter-Glo luminescence, 72 h; active compounds read low; viability, % at 10 µM (by protocol); actives 1.1% (n = 86,000); AID 648, 2007;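 active = viability at or below 30%; inactive = viability above 30%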;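 note: 100% = median luminescence of DMSO-only cell control wells on each plate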
# MT1-MMP txn act: MT1-MMP promoter reporter activation – cell-based, luciferase luminescence, primary screen; HT1080 MT1-MMP promoter luciferase reporter, overnight; active compounds read high; activation factor at 10 µM; actives 0.16% (n = 86,000);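 active = activation factor of at least 2 for MT1-MMP transcription at 10 µM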
# ERa coact pot: enhancers of ERα–SRC-1 coactivator binding, primary screen, biochemical, TR-FRET, ERα LBD, low estradiol | Estrogen receptor (Homo sapiens), P03372 | TR-FRET ERalpha-LBD/SRC-Cy5 coactivator binding, 2 h; 100 = basal binding, no effect | coactivator binding (% of control), % at 25.6 µM | actives 1.3% (n = 86,000) | AID 639, 2007; in the data active = activity above about 200%;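 note: binding measured in presence of low estradiol as agonist stimulus; 0% = peptide alone without receptor and 100% = receptor with peptide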
# Fibroblast inh: antiproliferative effect on LL 47 fibroblasts – human, LL 47 cells, CellTiter-Glo luminescence, primary screen; viability, % at 10 µM; actives 1.1% (n = 85,000); LL 47 human lung fibroblast viability, ATP luminescence; active compounds read low;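 active = viability at or below 50% in the single dose screen; inactive = viability above 50%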;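 note: compound exposure lasted 72 h before the ATP readout; 100% = median luminescence of untreated cell-only wells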
#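 test system = LL 47 human lung fibroblasts | amount = 1,150 fibroblasts seeded per well | medium = 15% FBS in IMEM | times = overnight cell rest, 72 h compound treatment at 37 °C | measured by = CellTiter-Glo luminescence measuring cellular ATP | read-out = viability percentage against median untreated-cell control | benchmarks = cell-only wells, no compound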
# * = called active by the depositor; · = no result given; [ ] = remark or other dose. These rows are one share of the data; rates above refer to the full screens.
SMILES,Mac1 fbg enh,ERa coact inh,ERb SRC1 inh,Smad3 inh,H69AR growth 86K,HUVEC inhibit,MT1-MMP txn act,ERa coact pot,Fibroblast inh
CCSc1nc2c(c(=O)[nH]1)C(c1cccnc1)C(C(=O)OC)=C(C)N2 (centres undefined),-4,8[fluorescence artefact?],-3,14,88,85,1.2,121[fluorescence artefact?],106
CCCNC(=O)CS(=O)Cc1nc(-c2ccccc2C)oc1C (centres undefined),-2,-5,-8,16,97,88,1.1,116,96
CCOCCCNc1nc2c([nH]1)c(=O)n(C)c(=O)n2C,3,-4,1,1,94,98,1,133,101
O=C(Cn1cc(/C=N/O)c2ccccc21)N1CCOCC1,0,-32,-2,1,108,102,1.1,113,102
CCCC(=O)Nc1cccc(NC(=O)c2ccc3c(c2)OCO3)c1,-2,-7[fluorescence artefact?],0[fluorescence artefact?],6,80,77,1.1,99,96
O=C(Cn1cc2c(n1)CCCC2)NCc1ccccn1,3,12,3[fluorescence artefact?],-5,91,92,1,88,101
O=C(N1CCCCCC1)n1c(Cc2ccccc2)nc2ccccc21,·,-4[fluorescence artefact?],-6,-3,95,86,·,101,94
CC(C)CCNC(=O)CCCOc1cc(=O)n(C)c2ccccc12,-4,-1[fluorescence artefact?],1[fluorescence artefact?],-4,92,85,1.2,98,104
CCOC(=O)N1CCN(C(=O)C2CCCN(S(=O)(=O)c3cc(C)ccc3OC)C2)CC1 (centres undefined),0,-5,1,-11,85,96,1.1,102,103
CCOC(=O)c1c(C)[nH]c(C(=O)COC(=O)CNC(=O)C2CCCCC2)c1C,-3,11,15,1,92,77,1.5,88,101
CCC(C)(C(=O)NC1CCCCC1)N(C(=O)C1CCC(=O)N1)c1ccc(C)cc1 (centres undefined),4,3,7,-7,96,97,1.1,99,101
CC1CCCCN1CCNC(=O)c1cc2c(-c3ccccc3F)nn(C)c2s1 (centres undefined),-1,-3,-3,4,67,80,1.3,109[fluorescence artefact?],98
O=C(Nc1ccccc1N1CCCCC1)c1ccc(N2C(=O)c3ccccc3C2=O)cc1,-2,1,-8,15,83,89,1,102,100
CCc1cccc(C)c1NC(=O)CSc1ncn[nH]1,4,-8,-4,10[fluorescence artefact?],89,96,·,120,100
CCOC(=O)C1CCN(C(=O)CSCc2nc(-c3ccc(OCC)cc3)oc2C)CC1,2,1[fluorescence artefact?],1,-18,83,97,1.1,95,112
CN1CCCC(OC(=O)c2cc(Br)ccc2Cl)C1 (centres undefined),-4,6,0,-4,87,101,1.1,91,104
O=C(COC(=O)c1ccc(Oc2ccccc2)cc1)Nc1nnc(-c2ccccc2)o1,13,18,15,-1[fluorescence artefact?],59,66,1.1,84,87
COc1cccc(C(=O)Nc2ccccc2C(=O)N2CCCC2)c1,-5,-19,-14,5,94,90,1.3,101,94
O=C1OCCC1Sc1nnc(-c2cccs2)n1Cc1ccccc1 (centres undefined),0,2,1,7,92,99,1.1,89,100
COc1cccc(NC(=O)c2ccco2)c1,-2,-7,3,9[fluorescence artefact?],97,97,1.5,79[fluorescence artefact?],99

# In another format: results already given
SMILES	Mac1 fbg enh	ERa coact inh	ERb SRC1 inh	Smad3 inh	H69AR growth 86K	HUVEC inhibit	MT1-MMP txn act	ERa coact pot	Fibroblast inh
CCC(C)(C(=O)NC1CCCCC1)N(C(=O)C1CCC(=O)N1)c1ccc(C)cc1 (centres undefined)	4	3	7	-7	96	97	1.1	99	101
CCOCCCNc1nc2c([nH]1)c(=O)n(C)c(=O)n2C	3	-4	1	1	94	98	1	133	101

# (listing goes on)
SMILES,Mac1 fbg enh,ERa coact inh,ERb SRC1 inh,Smad3 inh,H69AR growth 86K,HUVEC inhibit,MT1-MMP txn act,ERa coact pot,Fibroblast inh
CCOC(=O)c1sc(NC(=O)c2cc3c(C)nn(-c4ccccc4)c3s2)nc1C,-5,5,-1,6,92,101,1.1,139,99
CN1CC(=O)N(CC(=O)NCc2ccc(F)cc2)c2ccccc2C1=O,4,-10,-3,7,91,104,1,115,94
CCN(CCNC(=O)C1CC(=O)N(CCc2ccccc2)C1)c1ccccc1 (centres undefined),·,-8,-9,-5,85,99,1.1,109,100
CCCn1c(SCC(=O)NC2CCCC(C)C2C)n[nH]c1=O (centres undefined),-4,-4,-7,3,96,99,1.2,92,104
COc1ccccc1OCC(=O)Nc1ccc(O)cc1C(=O)O,6,-4,1,4,97,109,·,108,97
CC12CC3(C)CC(C)(C1)CC(C(=O)Nc1nn[nH]n1)(C2)C3,-3,3,14,-11,78,93,1,79,101
COc1ccc(C(c2nnnn2CS(=O)(=O)c2ccc(C)cc2)N2CCN(Cc3ccccc3)CC2)cc1 (centres undefined),·,-2,-4,12,76,76,1.2,91,89
COC(=O)COc1ccc2c(-c3ccc(OC)cc3)cc(=O)oc2c1,-2,-2,4,4,106,100,1.1,136,101
Cc1cc(S(=O)(=O)N2CCCC2)ccc1OCC(=O)N1CCOCC1,-3,-29,-15,5,69,104,1.2,109,92
O=C(O)c1ccoc1CN1CCCCC1,·,15[fluorescence artefact?],19,-11,102,98,1.5,103[fluorescence artefact?],108
CC(C)n1c(SCc2ccc(Cl)cc2)nc2c1c(=O)[nH]c(=O)n2C,2,-5,17,13,100,87,1.3,112,100
CCOC(=O)C(NC(=O)CCC(=O)Nc1ccc(S(N)(=O)=O)cc1)C(O)c1ccccc1 (centres undefined),-2,-4,-4,-7,32*,99,1.2,121,·
CCOC(=O)/C(C#N)=C1/C=Nc2ccccc2N1,-2,-1,-4[fluorescence artefact?],7,92,89,1.4,100,105
COC(=O)C1=C(C)NC2=C(C(=O)CC(C)(C)C2)C1c1ccsc1 (centres undefined),·,-22,-17[fluorescence artefact?],18,64,91,1.2,106,94
O=C(NC1CCCC1)C1=COCCO1,-2,3[fluorescence artefact?],3[fluorescence artefact?],0,92,89,1.5,121,92
CCCCCOC(=O)C(C)c1c(C)[nH]c(=S)[nH]c1=O (centres undefined),3,-6,28[fluorescence artefact?],15,84,102,1.1,114,100
CCOCC(=O)Nc1nc2c(s1)C(=O)CC(C)(C)C2,1,1,-6,18,82,91,1,101[fluorescence artefact?],102
CCOP(=O)(OCC)C(NCc1ccccc1)c1ccc(Br)cc1 (centres undefined),-1,-4,8,-2,100,100,0.8,112,105
O=C(OCc1nc2ccccc2c(=O)[nH]1)c1cccs1,1,-4,4,8,96,101,1.4,106,101
O=C(/C=C/c1ccc(Cl)cc1Cl)c1cccnc1,-1,7,24[fluorescence artefact?],-8,0.8*,39,1,55,79
O=C(Cc1cccs1)N(Cc1ccco1)C1(C(=O)NC2CCCCC2)CCCCC1,-1,2[fluorescence artefact?],0,-10,·,·,1.1,100,·
Cc1c(O)c(CN2CCCCC2)cc2c3c(c(=O)oc12)CCC3,-5,8,2,6,74,91,1.1,90,94
COc1ccc(S(=O)(=O)N2CCCC2C(=O)Nc2ccc(C(C)=O)cc2)cc1 (centres undefined),-3,6,-2,9,93,96,1.2,95,99
CCN(CC)S(=O)(=O)c1ccc(C(=O)N2CCCCC2)cc1,0,-1,-1,2,100,92,1.1,95,101
O=C(OCc1cc(=O)n2c(n1)sc1ccccc12)c1ccc2c(=O)n3c(nc2c1)CCC3,12,79*[fluorescence artefact?],49,8[fluorescence artefact?],82,96,1.1,29[fluorescence artefact?],87
COC(=O)c1cc(Cc2ccc(N)c(C(=O)OC)c2)ccc1N,-3,-6,37,8,77,100,1.2,87,98
N#CC1=C(SCc2ccc(C#N)cc2)N=C(N)C(c2nc(-c3ccccc3)cs2)C12CCCCC2 (centres undefined),2,3[fluorescence artefact?],5,-3,57,64,1,124,91
CCOC(=O)CSc1nnc2n(C3CCCCC3)c(=O)c3c4c(sc3n12)CCCC4,0,-2,-3,-9,80,72,1,98,95
O=c1[nH]c2ccc(Cl)cc2c(-c2ccccc2)c1SC(=S)N1CCCCC1,0,2,-9,-17,81,99,1.1,38,96
Cn1c(C(=O)N2CCC(C(=O)N3CCN(Cc4ccc5c(c4)OCO5)CC3)CC2)cc2sccc21,2,-3,-9,5,80,83,1.1,98,86
CCOC(=O)C(NC(=O)CC)(Nc1ccc(S(=O)(=O)Nc2cc(C)on2)cc1)C(F)(F)F (centres undefined),1,-3[fluorescence artefact?],0[fluorescence artefact?],-5[fluorescence artefact?],87,100,1.1,117,102
COc1cccc(Nc2nnc(SCC(=O)N3CC(C)OC(C)C3)s2)c1 (centres undefined),2,-8,-2,-6,71,84,1.2,103,109
OC1CCN(C(=S)NCCc2ccccc2)CC1,-3,4[fluorescence artefact?],2[fluorescence artefact?],-2,87,82,1.1,118,87
O=C(N/N=C/c1ccc([N+](=O)[O-])s1)c1cccc(Br)c1,·,76*[fluorescence artefact?],5,11,39*,30,1.1,62[fluorescence artefact?],2.6*
Fc1ccc(CN2CCCCCC2)c(F)c1,·,-8,6,4,93,96,1.2,116[fluorescence artefact?],106
c1ccc2nc(N3CCOCC3)c(N3CCOCC3)nc2c1,1,-7,-4,-8,97,97,1.2,132,93
COc1cccc(N(CC(=O)NCCSc2ccc(Cl)cc2)S(C)(=O)=O)c1,4,-3,-4,-4,108,91,1.1,110,88
CC1=C(C)CC(C(=O)NCC(=O)c2ccccc2)C(C(=O)O)C1 (centres undefined),-3,-2,-1,-25,104,107,1.7,83,112
COc1ccc(C2C3=C(CC(C)(C)CC3=O)Oc3ncn4nc(-c5cccnc5)nc4c32)cc1 (centres undefined),·,3[fluorescence artefact?],11,-1,87,82,1.3,92,94
CCCc1ccc2c(N)c(C#N)sc2n1,-2,-10,-12,2,98,116,1.2,122,109

# Three records picked at random from those above:
SMILES,Mac1 fbg enh,ERa coact inh,ERb SRC1 inh,Smad3 inh,H69AR growth 86K,HUVEC inhibit,MT1-MMP txn act,ERa coact pot,Fibroblast inh
O=C(OCc1cc(=O)n2c(n1)sc1ccccc12)c1ccc2c(=O)n3c(nc2c1)CCC3,12,79*[fluorescence artefact?],49,8[fluorescence artefact?],82,96,1.1,29[fluorescence artefact?],87
CCN(CC)S(=O)(=O)c1ccc(C(=O)N2CCCCC2)cc1,0,-1,-1,2,100,92,1.1,95,101
CCOC(=O)C(NC(=O)CC)(Nc1ccc(S(=O)(=O)Nc2cc(C)on2)cc1)C(F)(F)F (centres undefined),1,-3[fluorescence artefact?],0[fluorescence artefact?],-5[fluorescence artefact?],87,100,1.1,117,102

# More entries
SMILES,Mac1 fbg enh,ERa coact inh,ERb SRC1 inh,Smad3 inh,H69AR growth 86K,HUVEC inhibit,MT1-MMP txn act,ERa coact pot,Fibroblast inh
COc1ccc(CNC(=O)C2CCN(S(=O)(=O)c3cccc4cccnc34)CC2)cc1,·,1,-7,12,105,103,1.1,113[fluorescence artefact?],101
Cc1c(C(=O)NCc2cccs2)oc2ccc(S(=O)(=O)N3CCOCC3)cc12,-3,4,-2,-3,77,80,0.9,109,92
O=C(Nc1ccncc1)c1c(F)cccc1F,3,-2,-5,16,97,79,1.2,109,81
COCc1cc(=O)n2[nH]c(C)nc2n1,-1,-5,-10,11,91,97,1.1,108,98
COC(=O)c1ccc(NS(=O)(=O)c2cc(C)ccc2OC)cc1,-1,-1,-8,10,98,86,1.1,132,95
CCCCn1c(CN2CCN(C)CC2)nc2ccccc21,-5,-5,-6,4,84,96,1,118,95
